# MITF TRPM1 HTS: activators of MITF-driven TRPM1 promoter activity in SK-MEL-5 cells. AID 588334. 0.75% of 300,000 active. SK-MEL-5 TRPM1-promoter luciferase, 24 h; % of positive control, neutral wells = 0. activation, % at 12.5 µM;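 active means mean activation of at least 80% with every replicate also reaching 80%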;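 further: 0% = neutral control wells and 100% = parthenolide positive control wells; values of inactives mirror those of a sister screen read the other way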
# Rtt109 Vps75: inhibitors of Candida albicans Rtt109/Vps75 histone acetyltransferase; purified Rtt109/Vps75, ThioGlo CoA-SH fluorescence, 4 h; inhibition, % at 34.9 µM; 0.16% of 330,000 active;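 active means inhibition of at least 50% in every replicate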
# Target sequence (Q5AAJ8 whole entry, looked up): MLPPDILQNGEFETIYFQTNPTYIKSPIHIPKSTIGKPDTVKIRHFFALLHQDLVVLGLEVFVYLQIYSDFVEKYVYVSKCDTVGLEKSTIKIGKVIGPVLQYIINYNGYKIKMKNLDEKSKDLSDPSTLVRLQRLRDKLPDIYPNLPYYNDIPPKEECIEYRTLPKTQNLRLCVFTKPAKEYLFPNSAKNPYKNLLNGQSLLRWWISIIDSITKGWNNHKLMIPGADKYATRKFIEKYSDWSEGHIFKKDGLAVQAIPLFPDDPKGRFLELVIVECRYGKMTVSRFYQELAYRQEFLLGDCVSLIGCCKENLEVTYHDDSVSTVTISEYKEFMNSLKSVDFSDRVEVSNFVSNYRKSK
# SR-BI DiI inh: mouse SR-BI HDL lipid transfer inhibition; Q61009; ldlA[mSR-BI] CHO cells, DiI-HDL uptake fluorescence, 3 h; inhibition, % at 12.5 µM; 0.96% of 320,000 active; AID 488896;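 active means mean replicate inhibition of at least 70% and a set share of replicates each scoring 70 or more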;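 further: 0% = median of neutral control wells and 100% = median of positive control wells; values of inactives mirror those of a sister screen read the other way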
# PfHsp90 yeast 2: growth inhibition of yeast expressing Plasmodium Hsp90 | inhibition, % at 9.4 µM | 0.32% of 310,000 active | S. cerevisiae expressing PfHsp90, BacTiter-Glo ATP, 48 h; yeast lacking PDR1 and PDR3 efflux regulators;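 active means every replicate shows inhibition above about 80%, whatever the replicate mean, limit read from the data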;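 further: 0% = DMSO neutral controls and 100% = 20 µM radicicol positive controls; yeast relying on Plasmodium falciparum Hsp90 in place of its own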
# dFosB act: mouse delta FosB homodimer activation. purified delta FosB, TAMRA-CDK5 oligo fluorescence polarization; percent of positive-control signal above neutral wells. activation, % at 25 µM. P13346. 0.99% of 340,000 active;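 active means mean activation above about 17%, with every replicate also reaching it, limit read from the data, passing the limit was not always enough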;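 further: fluorescence polarization rise as delta FosB binds a TAMRA Cdk5 AP-1 oligo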
# Target sequence (P13346 whole entry, looked up): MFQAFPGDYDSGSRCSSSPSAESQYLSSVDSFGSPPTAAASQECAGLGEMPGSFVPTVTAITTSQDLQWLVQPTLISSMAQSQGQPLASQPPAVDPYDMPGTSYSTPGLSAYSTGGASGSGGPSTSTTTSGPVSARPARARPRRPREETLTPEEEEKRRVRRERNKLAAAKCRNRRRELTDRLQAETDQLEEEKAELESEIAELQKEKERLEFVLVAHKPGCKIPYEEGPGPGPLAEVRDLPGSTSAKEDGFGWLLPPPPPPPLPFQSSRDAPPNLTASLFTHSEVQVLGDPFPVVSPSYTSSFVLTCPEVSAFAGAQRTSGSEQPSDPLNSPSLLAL
# CAL PDZ FP-1: inhibitors of human CAL PDZ peptide binding. inhibition, % at 24.9 µM. 0.92% of 300,000 active. Q9HD26. purified CAL PDZ, TMR-peptide fluorescence polarization, 1 h. AID 602252;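 active means mean inhibition of at least 30% with at least half of replicates also reaching 30%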;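 further: 0% = DMSO neutral control and 100% = excess unlabeled competitor peptide PRC23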
# PvdQ acylase: blocks Pseudomonas aeruginosa PvdQ acylase activity | purified PvdQ acylase, fluorescence plate reader | inhibition, % at 10 µM | 0.063% of 340,000 active | AID 488965; in the data active means inhibition above about 30%, passing the limit was not always enough;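 further: 0% = vehicle neutral wells and 100% = reference inhibitor wells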
# SR-BI uptake up: activators of SR-BI mediated HDL lipid uptake | 0.096% of 320,000 active | CHO ldlA[mSR-BI] cells, DiI-HDL uptake fluorescence, 3 h; 100 = double the neutral-control signal | activation, % at 12.5 µM;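 active means mean replicate activation of at least 60% and every replicate at or above 60%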;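 further: 0% = median plate neutral-control signal and 100% = twice that signal; values of inactives mirror those of a sister screen read the other way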
#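 material = CHO ldlA[mSR-BI] cells | medium = Ham's F12 with 0.5% BSA, HEPES 25 mM, pH 7.4 | reagent = fluorescent DiI-HDL, 10 µg/mL final | compound dosing = single-point compound dose | incubation = 3 h, 37 °C | measured by = bottom-read fluorescence, 550/595 nm | measure = HDL uptake via cellular fluorescence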
# CAL PDZ FP-2: inhibitors of human CAL PDZ peptide binding. Q9HD26. purified CAL PDZ, TMR-peptide fluorescence polarization, 1 h. inhibition, % at 20 µM. 0.02% of 330,000 active. AID 504414;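 active means highest replicate inhibition of at least 40%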;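 further: plate controls were DMSO neutral control wells for no effect and unlabeled competitor peptide control wells for full effect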
#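 Read-out basis: mP drop reported as inhibition | Assay system: Tagged CAL PDZ protein CerCALP, purified | Benchmarks: Unlabelled peptide for full inhibition, DMSO wells as neutral | Schedule: 1 h incubation at room temperature before polarization reading | Buffer or medium: Sodium phosphate/NaCl buffer pH 7.4 with TCEP, IgG, Thesit | Doses: Single point, 20 µM | Measured by: Fluorescence polarization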
# NSD2 HMT inh: NSD2 (human) methyltransferase inhibition | inhibition, % at 12.5 µM | 0.54% of 310,000 active | O96028 | NSD2 peptide methylation, AlphaScreen, 120 min; in the data active means inhibition above about 50%
# * hit, by the source's call; . = not tested or not shown; & = joins results of further samples.
Compound,MITF TRPM1 HTS,Rtt109 Vps75,SR-BI DiI inh,PfHsp90 yeast 2,dFosB act,CAL PDZ FP-1,PvdQ acylase,SR-BI uptake up,CAL PDZ FP-2,NSD2 HMT inh
Cc1ccc(OCC(=O)OCCN2C(=O)c3ccccc3C2=O)cc1C,-6,3,-37,-18,-4,-1,0,37,-1.9,-1
CC1C/C(=C/c2cccs2)C(=O)/C(=C/c2cccs2)C1 (stereo unspecified),15,-9,37,-12,1,-4,-1,-37,-0.3,31
CC(=O)N(O)CCCCCNC(=O)CCC(=O)N(O)CCCCCNC(=O)CCC(=O)N(O)CCCCCN,-9&-3,1&8,-20&-1,7&6,2&-1,1&1,-6&4,20&1,0.0&-0.8,.
COc1ccc(NS(=O)(=O)c2cccc(C(=O)NCCCN3CCOCC3)c2)cc1,4,0,11,-6,-8,-5,5,-11,-3.0,-1
Cc1ccc(S(=O)(=O)NNC(=O)c2cnn(-c3ccccc3)c2-n2cccc2)cc1,.,3,2,.,-7,0,-2,-2,.,.
Nc1nc(SCc2cccc(Br)c2)n[nH]1,6,-6,8,16,-9,0,-7,-8,-22,-4
CC12CCC3c4cc(CN5CCOCC5)c(O)cc4CCC3C1CCC2=O (stereo unspecified),7,-6,31,37,-8,-6,-12,-31,-0.5,3
Cc1cc(C(=O)NNS(=O)(=O)c2cc(C(=O)O)ccc2Cl)c(C)n1-c1ccccc1,-33,-6,-7,.,-12,39*,-9,7,-0.9,7
NC(=O)c1cc([N+](=O)[O-])ccc1N1CCN(Cc2ccccc2)CC1,-6,2,-21,-31,0,-5,-12,21,2.8,11
O=C(NCCO)c1cc2cc(Cl)cc(Cl)c2oc1=O,-17,-2,6,-5,2,2,-8,-6,-2.2,-2
CC(CCc1ccccc1)NC(=O)C(Cc1ccccc1)NS(=O)(=O)c1cccs1 (stereo unspecified),-3,-6,-1,6,-8,-1,-11,1,-2.2,-3
CN(C(=O)COC(=O)c1nc(Cl)c(Cl)c(Cl)c1Cl)C1CCS(=O)(=O)C1 (stereo unspecified),-93,2,-4,-10,-3,-2,-4,4,1.4,4
CCOC(=O)N1CCN(c2c(N3CC=C(c4ccccc4)CC3)c(=O)c2=O)CC1,1,-6,26,17,-2,-2,-10,-26,-0.9,.
CCc1cccc(NC(=O)CCc2c(C)nn(-c3ccc(N4CCCCC4)nn3)c2C)c1,27,14,61,-18,-19,-3,-17,-61,-1.3,2
Cn1ccnc1SCC(=O)c1ccc(Br)cc1,40,-6,-12,-15,-2,-3,-25,12,-2.5,5
O=C(NCCc1ccc(F)cc1)c1cccc(NC(=O)c2ccccc2)c1,18,-1,61,3,-2,-1,-1,-61,-2.0,-2
Cc1nc(-c2ccc(S(=O)(=O)N3CCN(C4c5ccccc5-c5ccccc54)CC3)s2)cs1,.,1,-3,-11,-15,-6,2,3,-1.1,26
CC1CN(Cc2ccccc2)C(=O)NC1=O (stereo unspecified),-10,-8,15,-12,-3,1,3,-15,-0.3,-1
COc1ccc(Cl)c(Cn2c(NCCCO)nc3c2c(=O)n(C)c(=O)n3C)c1,-5,6,-17,0,5,-6,-3,17,-2.0,1
O=C(Nc1cccnc1)c1ccco1,-7,.,-16,-23,-4,-2,3,16,-1.8,-1
CN(C)c1ccc(S(=O)(=O)NCC(=O)OCC(=O)NC(=O)C2CCCCC2)cc1[N+](=O)[O-],-6,7,-8,4,-8,.,9,8,-0.4,0
CC(C)NC(=O)Cn1c(SCC(=O)N2c3ccccc3CC2C)nc2ccccc21 (stereo unspecified),-7,12,7,5,-4,.,-4,-7,-2.0,-9
Cn1cc([N+](=O)[O-])c(C(=O)n2cccn2)n1,-1,6,0,7,0,-5,-2,0,-0.9,-3
Cc1ccc(NC(=O)CCS(=O)(=O)c2cc3[nH]c(=O)c(=O)[nH]c3cc2C)cc1,9,-3,-6,4,-5,.,-4,6,0.0,5
O=C(NCc1ccncc1)C1CCCN(S(=O)(=O)c2cc(Cl)ccc2Cl)C1 (stereo unspecified),-9,1,8,-1,-8,5,-7,-8,-2.0,-1
COC(CNC(=O)c1cnn2c(C)c(Cc3ccccc3)c(C)nc12)OC,-16,12,0,10,-3,3,-3,0,-1.6,-7
COc1ccc2oc(=N)c(C(=O)Nc3ccc(F)cc3)cc2c1,43,9,25,5,1,-2,-18,-25,-3.0,-4
CS(=O)(=O)c1nc(-c2ccc(F)cc2)cc(C(F)(F)F)n1,-97,17,-14,9,-8,-6,6,14,-4.2,1
S=C1NCCOCCOCCOCCNC(=S)N2CCOCCOCCN1CCOCCOCC2,4,-5,-9,7,0,-1,-6,9,-0.4,2
CCCCNC(=O)CSc1nc(O)cc(=O)n1C1CCCC1,7,-14,-3,9,-8,-2,-2,3,0.3,-4

# Results in CAL PDZ FP-1 and CAL PDZ FP-2 (three entries from above):
SMILES,CAL PDZ FP-1,CAL PDZ FP-2
COc1ccc(NS(=O)(=O)c2cccc(C(=O)NCCCN3CCOCC3)c2)cc1,-5,-3.0
O=C(NCc1ccncc1)C1CCCN(S(=O)(=O)c2cc(Cl)ccc2Cl)C1 (stereo unspecified),5,-2.0
CCCCNC(=O)CSc1nc(O)cc(=O)n1C1CCCC1,-2,0.3

# (continued)
# Value order – MITF TRPM1 HTS	Rtt109 Vps75	SR-BI DiI inh	PfHsp90 yeast 2	dFosB act	CAL PDZ FP-1	PvdQ acylase	SR-BI uptake up	CAL PDZ FP-2	NSD2 HMT inh
O=C(O)c1cccc(N/N=C/c2ccc(-c3ccccc3)cc2)c1
 : -24	30	-6	-29	-9	.	8	6	-0.3	8
COc1cc(OC)c(/C=N/NC(=O)c2ccncc2)c(OC)c1
 : 4	-4	-5	3	6	.	5	5	-0.6	2
C(=NN=C(NN=Cc1cccs1)NN=Cc1cccs1)c1cccs1
 : 9	3	67	-4	21*	-3	6	-67	-0.1	.
CCc1cccc2c(C=C(C#N)C#N)cn(CC(=O)N3CCCC3)c12
 : 1	-7	14	22	4	-6	-2	-14	0.3	-2
CCn1c(C)[n+](CC)c2ccc(C(=O)N(C)c3ccccc3)cc21
 : -12	-6	2	16	0	.	-5	-2	-1.1	2
O=C(C1CCCN1S(=O)(=O)c1ccc(Br)cc1)N1CCOCC1 (stereo unspecified)
 : 13	-4	-12	1	5	-5	-4	12	-1.1	-3
COc1ccc(Cl)cc1NC(=O)CN(C)C(=O)c1cc(=O)c2ccccc2o1
 : -13	11	-3	.	-6	-6	3	3	-2.7	4
COc1ccc(CCNC(=O)CSc2ccc(-c3ccncc3)nn2)cc1
 : -6	2	.	-1	-7	-1	-9	.	-1.1	-8
COc1cccc(-n2c(C)cc(/C=C3/C(=N)N4C(=NC3=O)SN=C4S(C)(=O)=O)c2C)c1
 : 5	-2	5	0	-14	23	-5	-5	-5.7	9
COc1ccc(C(=O)N/N=C/c2cn[nH]c2-c2ccc(OC)cc2OC)cc1
 : 4	-1	13	11	17*	-5	-4	-13	-4.7	-2
COC(=O)c1ccc(NC(=O)CSc2nnc(COc3ccccc3)n2C)cc1
 : 2	1	13	-7	-1	-3	2	-13	0.1	0
Cc1ccc(C(=O)NCC(=O)OCC(=O)Nc2ccccc2C#N)s1
 : .	-1	-20	25	-8	.	-14	20	0.2	-4
Cc1nc2ncccn2c1-c1csc(Nc2ccc(N(C)C)cc2)n1
 : -21	17	16	32	-10	5	9	-16	-0.5	25
CS(=O)(=O)c1ccc(Cl)c(NC(=O)CSc2nncn2-c2ccccc2)c1
 : -3	9	-18	11	-5	-4	-11	18	-2.3	-4
Cc1ccsc1C(=O)NCCc1ccco1
 : 55	3	-6	3	-2	-4	-16	6	0.4	40

# CAL PDZ FP-1: entries above that show a hit.
structure | MITF TRPM1 HTS | Rtt109 Vps75 | SR-BI DiI inh | dFosB act | CAL PDZ FP-1 | PvdQ acylase | SR-BI uptake up | CAL PDZ FP-2 | NSD2 HMT inh
Cc1cc(C(=O)NNS(=O)(=O)c2cc(C(=O)O)ccc2Cl)c(C)n1-c1ccccc1 | -33 | -6 | -7 | -12 | 39* | -9 | 7 | -0.9 | 7

# The results go on:
# Value order – MITF TRPM1 HTS	Rtt109 Vps75	SR-BI DiI inh	PfHsp90 yeast 2	dFosB act	CAL PDZ FP-1	PvdQ acylase	SR-BI uptake up	CAL PDZ FP-2	NSD2 HMT inh
CN1CCN(C(CNC(=O)Nc2ccc(Cl)cc2)c2ccc(F)cc2)CC1 (stereo unspecified)
 : 14	8	-14	-10	-4	.	-18	14	-1.1	2
Fc1ccccc1COc1ccc(Br)cc1CNCc1cccnc1
 : -11	0	-5	44	-10	-1	-11	5	-1.2	-2
CC(=O)c1cn(N(C)c2ncc(C(F)(F)F)cc2Cl)c(=O)[nH]c1=O
 : 9	-2	20	9	-1	5	-12	-20	-0.3	-3
O=C(NCC1CCCO1)NC1(C(F)(F)F)Oc2ccccc2O1 (stereo unspecified)
 : -14	13	28	24	-12	1	3	-28	0.0	.
CCC(=O)Nc1cccc(-c2nnc(SCC(=O)NCc3ccco3)n2C)c1
 : .	14	13	21	1	-2	-2	-13	2.1	25
Cc1c2cnn(CC(=O)NCCN3CCOCC3)c(=O)c2c(C)n1Cc1ccccc1F
 : .	25	-15	6	-3	0	0	15	-0.1	.
COc1ccc(NC(=O)/C=C/c2ccc(S(=O)(=O)N3CCOCC3)cc2)cc1
 : 5	-3	1	-1	-9	.	-4	-1	-0.2	-11
CCCn1c(SCC(=O)Nc2sc(C)c(C)c2C(=O)OCC)nc2c1c(=O)n(C)c(=O)n2C
 : .	1	-35	.	-8	0	-17	35	-1.4	.

# 3 entries drawn at random from the list so far, as already listed:
# Value order – MITF TRPM1 HTS	Rtt109 Vps75	SR-BI DiI inh	PfHsp90 yeast 2	dFosB act	CAL PDZ FP-1	PvdQ acylase	SR-BI uptake up	CAL PDZ FP-2	NSD2 HMT inh
CCCn1c(SCC(=O)Nc2sc(C)c(C)c2C(=O)OCC)nc2c1c(=O)n(C)c(=O)n2C
 : .	1	-35	.	-8	0	-17	35	-1.4	.
CCc1cccc2c(C=C(C#N)C#N)cn(CC(=O)N3CCCC3)c12
 : 1	-7	14	22	4	-6	-2	-14	0.3	-2
COc1ccc(C(=O)N/N=C/c2cn[nH]c2-c2ccc(OC)cc2OC)cc1
 : 4	-1	13	11	17*	-5	-4	-13	-4.7	-2

# Compound activity deposited in PubChem BioAssay by Broad Institute.
